AmpC detergent = blocks E. coli AmpC beta-lactamase in detergent assay | P00811 | AmpC hydrolysis of nitrocefin, absorbance 480 nm, 0.01% Triton | Potency, µM (top dose mostly 114 µM), inactives show top-dose activity change, negative = inhibition, hits mostly inhibitors | 370,000 compounds, 0.041% hits;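 further: potency means the concentration at half of the fitted maximal effect; 0% = no-compound wells and -100% = no-enzyme wells; nearly all actives have a fitted effect of over 25% in size; some results filed as inactive show a strong effect at the top dose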
Target sequence (P00811 whole entry, looked up): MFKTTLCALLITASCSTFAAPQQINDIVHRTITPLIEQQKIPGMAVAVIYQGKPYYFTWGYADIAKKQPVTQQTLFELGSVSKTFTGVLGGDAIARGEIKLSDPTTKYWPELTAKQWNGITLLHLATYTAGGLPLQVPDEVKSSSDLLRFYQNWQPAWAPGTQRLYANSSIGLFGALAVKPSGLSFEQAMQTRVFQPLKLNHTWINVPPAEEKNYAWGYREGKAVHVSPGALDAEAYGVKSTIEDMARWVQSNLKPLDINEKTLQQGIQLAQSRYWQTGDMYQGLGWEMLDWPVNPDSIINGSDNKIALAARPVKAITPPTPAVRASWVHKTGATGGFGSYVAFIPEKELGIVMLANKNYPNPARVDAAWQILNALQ
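AmpC (5.3 nM in the dispensed reagent) in 20 mM phosphate pH 7.0 with 0.01% (detergent screen) or 0.0001% Triton X-100 was preincubated with compounds for 15 min at room temperature. Nitrocefin was then added from an 800 uM solution, and hydrolysis was followed at 480 nm.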
AMA1 RON2 block = disrupts binding of P. falciparum AMA1 to RON2. AlphaScreen AMA1-biotinylated RON2 peptide binding. Potency, µM (titrated, usually from 58.2 µM), inactives show at the top dose activity change, negative = inhibition, hits mostly inhibitors. 360,000 compounds, 0.2% hits;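 further: potency means the concentration at half of the fitted maximal effect; 0% = vehicle wells and -100% = peptide control; nearly all actives have a fitted effect of over 45% in size; some results filed as inactive show a strong effect at the top dose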
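AMA1 (3D7) with his tag at 25 nM final met compounds first, then biotinylated RON2 peptide at 25 nM; detection used donor plus acceptor beads, 10 µg/mL apiece, read by AlphaScreen after 30 min at room temperature.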
FBPA Giardia inh = blocks Giardia fructose-bisphosphate aldolase activity. A8B2U2. purified Giardia FBPA. Potency, µM (doses to about 59.6 µM), for the others: at the top dose activity, negative = inhibition, actives largely listed as inhibitors. 290,000 compounds, 0.71% hits. AID 2451; further: potency means the concentration at half of the fitted maximal effect; on the % scale 0 is the no-effect control and ±100 the full control effect; nearly all actives have a fitted effect of over 55% in size
Target sequence (A8B2U2 whole entry, looked up): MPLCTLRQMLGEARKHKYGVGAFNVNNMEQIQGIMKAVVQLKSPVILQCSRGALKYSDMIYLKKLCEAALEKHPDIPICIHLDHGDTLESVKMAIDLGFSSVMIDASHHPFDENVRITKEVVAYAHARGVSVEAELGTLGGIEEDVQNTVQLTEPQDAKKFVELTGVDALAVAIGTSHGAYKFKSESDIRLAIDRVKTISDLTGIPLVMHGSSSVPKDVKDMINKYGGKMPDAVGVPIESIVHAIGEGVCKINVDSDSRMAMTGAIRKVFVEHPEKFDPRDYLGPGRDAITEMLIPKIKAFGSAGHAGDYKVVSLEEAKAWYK
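40 nM FBPA preincubated 10 min at RT with compound (up to 57.5 uM final), then substrate plus GAPDH/TPI/NAD/arsenate coupling and diaphorase/resazurin added. Fluorescence read after 20 min at RT, 525/598 nm.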
Shiga toxin inh = inhibitors of Shiga toxin in Vero cells. Vero cells, Shiga toxin protein synthesis inhibition reporter. inhibition, % at 38.7 µM. 290,000 compounds, 9.2% hits. AID 2315; in the data active means inhibition mostly above about 28%, no sharp cut-off; inactive means mostly below about 43%; further: 0% is about no effect
CHX counter = counter-screen for Shiga toxin inhibitors: cycloheximide protein synthesis inhibition. cell reporter, cycloheximide protein synthesis inhibition counterscreen. AID 2314. 300,000 compounds, 12% hits. max response, %; in the data active means max response mostly above about 13%, no sharp cut-off; inactive means mostly below about 14%; further: read at 38.3 µM for the half of the compounds with a filed dose; 0% is about no effect
AmpC inh no detg = blocks E. coli AmpC beta-lactamase in detergent-free assay. 330,000 compounds, 0.52% hits. P00811. AID 485341. AmpC nitrocefin hydrolysis, absorbance 480 nm, 0.0001% Triton. Potency, µM (top dose mostly 57.1 µM), for the others: at the highest dose activity change, negative = inhibition, most hits filed as inhibitors;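 further: potency means the concentration at half of the fitted maximal effect; plate controls were no compound for no effect and no enzyme for full effect; nearly all actives have a fitted effect of over 20% in size; some results filed as inactive show a strong effect at the top dose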
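20 mM phosphate pH 7.0 + 0.01% (detergent screen) or 0.0001% Triton X-100; 5.3 nM AmpC reagent; cpd preinc 15 min RT; nitrocefin (800 uM stock) to start; A480 q20 s × 4 min; Activity was normalised to no-enzyme and no-compound control wells.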
HCMV antiviral = inhibitors of human cytomegalovirus. HFF cells, HCMV-luciferase reporter, 72 h; stronger effect = lower value. activity change, negative = inhibition, % at 57.5 µM. 410,000 compounds, 4.5% hits; in the data active means activity change below about -60%; inconclusive means no clear call, values can overlap the other calls; inactive means above about -39%; further: on the % scale 0 is the no-effect control and ±100 the full control effect
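Luciferase read-out from HCMV-luciferase-infected HFFs (MOI 1 PFU/cell) 72 h post infection at 37C; compounds added after 16 h cell attachment; activity normalized between buffer-only basal and Salinomycin (10uM) inhibitor controls.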
* = called active by the depositor; ? = inconclusive; . = not tested or not shown; + = active, no number; & = joins results of further samples; [ ] = remark or other dose. Unless noted, the call rests on the fitted dose curve; in most records, active means well fitted curve in the direction sought with a large enough effect; inconclusive means small, poorly fitted or top-dose-only effect, or another doubt; inactive means no such curve, though single readings can be large; an effect the other way counts as inactive or inconclusive.

Start of the listing, in advance (2 entries):
Values run as follows: AmpC detergent	AMA1 RON2 block	FBPA Giardia inh	Shiga toxin inh	CHX counter	AmpC inh no detg	HCMV antiviral
CC(=O)c1ccc(N2CCN(C(=S)Nc3ccccc3C(F)(F)F)CC2)cc1
    2%	2%	-7%	-4	2	-12%[2.29 µM]	-21
O=C(CSc1nc2c(cnn2-c2ccccc2)c(=O)[nH]1)N1CCOCC1
    ?	-4%	-2%	10	-1	-22%	-21

All compounds of this part, from the start:
Values run as follows: AmpC detergent	AMA1 RON2 block	FBPA Giardia inh	Shiga toxin inh	CHX counter	AmpC inh no detg	HCMV antiviral
CC(=O)c1ccc(N2CCN(C(=S)Nc3ccccc3C(F)(F)F)CC2)cc1
    2%	2%	-7%	-4	2	-12%[2.29 µM]	-21
O=C(CSc1nc2c(cnn2-c2ccccc2)c(=O)[nH]1)N1CCOCC1
    ?	-4%	-2%	10	-1	-22%	-21
c1ccc(N2CCN(Cc3cnc(N4CCOCC4)s3)CC2)cc1
    -6%	-19%	6%	13	2	-3%	-38
CC(C)NC(=O)c1n[nH]c(=O)c2ccccc12
    ?	-19%	0%	-12	-2	-8%	-6
Cc1ccc(CNS(=O)(=O)c2cc3c(cc2C)N(C)CCO3)cc1
    4%&20%	-12%	-9%	9	-1	4%	-16&33
CCNc1nc(NCC)nc(N/N=C(\C)c2ccc(OC)cc2)n1
    -2%	66%[activator]	3%	20	-2	-53%	-24
O=C(Cc1cccs1)NCc1cccc(Br)c1
    3%	0%	?	66*	29*	-16%	63
COc1ccc2sc(-c3ccc(SC)cc3)c(/C=C/c3ccc(OC)c(OC)c3)c2c1
    .	-1%	.	.	.	-21%	30
COC(=O)c1cc(C(=O)OC)cc(N2C(=O)CC(Sc3nc(C)cc(C)n3)C2=O)c1 (stereo not drawn)
    3%	-4%	21%	-15	-4	31%	9
CN(C)CCCn1c(SCC(=O)N2c3ccccc3Sc3ccccc32)nc2ccccc2c1=O
    -7%	-28%	7%	-29	-9	284%[activator]	-99*
Nc1nc(CN2CCN(c3ccc(F)cc3)CC2)nc(N2CCCc3ccccc32)n1
    -6%	-12%	-12%	10	1	88%[activator]	0
CN1C2CCC1CC(OC(c1ccccc1)c1ccccc1N)C2 (stereo not drawn)
    .	-5%	-3%&-1%	.	.	.	-4
COc1ccc(C(=O)N/C(=C\c2ccco2)C(=O)NCCCn2ccnc2)cc1
    -3%	-1%	-4%	3	-2	-6%	-11
Cc1[nH][nH]c(=O)c1C(c1ccc(-c2ccc(C(=O)O)cc2)o1)c1c(C)[nH][nH]c1=O
    -4%	4%	5.6µM*	29	7	-7%	-62*
CCOc1ccc2nc(NCCNC(=O)Nc3ccccc3)c(C#N)cc2c1
    7%	-6%	-9%	14	-3	-41%	-39
CCS(=O)(=O)N1Cc2ccccc2CC1C(=O)Nc1nc2ccccc2s1 (stereo not drawn)
    3%	61%[activator]	-3%	+	43*	-44%	?
COc1cc(OC)cc(C(=O)NNC(=O)Cc2ccc(OC)c(S(=O)(=O)N3CCOCC3)c2)c1
    -8%	27%	-1%	-9	9	13%	-6
CCOc1cccc2sc(NC(=O)CCS(=O)(=O)c3ccccc3)nc12
    -7%	-26%	-6%	5	13	11%	.
CC(C)(C)c1cc(/C=C2\NC(=O)NC2=O)cc(C(C)(C)C)c1O
    ?	-1%	12%	30	25*	-21%	-83*
Cc1cc(NC(=O)CSc2ncnc3sccc23)no1
    ?	-4%	5%	18	3	-15%	-29
COc1ccccc1CN(C)CC(=O)Nc1cccc(S(=O)(=O)N2CCCC2)c1
    .	7%	.	.	.	-5%	-23
Oc1ccc(Br)cc1/C=N/Nc1ccccn1
    0%	-9%	?	66*	42*	-21%	-97*
Cc1c(Cl)cccc1NC(=O)CCCCCN1C(=O)CCC1=O
    ?	10%	5%	2	-2	-14%	26
Cc1ccc(CCN2C(=O)CCC2(C)C(=O)NC2CCCC2)cc1 (stereo not drawn)
    ?	1%	12%	-14	-3	1%	-32
Cc1cc(CN(C)C(=O)c2ccc3nc(Cc4ccccc4F)oc3c2)n[nH]1
    ?	7%	.	7	-1	20%	-10
CN(C)c1ccc(C=C2C(=O)NC(=O)NC2=O)cc1[N+](=O)[O-]
    6%	-2%	?	3	-2	-23%	-17
Cc1ccccc1C(=O)NC1CCN(CC(=O)Nc2nccs2)CC1
    2%	1%	-4%	12	-1	-10%	19
N#Cc1c(-c2ccc(Cl)cc2)ccn2nc(C3CCCCC3)nc12
    -8%	32%[activator]	0%	39	42*	-20%	60
CCOP(=S)(OCC)Oc1nc(Cl)c(Cl)cc1Cl
    1%	15%	-3%	.	.	-22%	-28
CCN(CC)c1ccc(NS(=O)(=O)c2ccc3c(c2)oc(=O)n3C)c(C)c1
    -13%	?	-27%	30	-3	-1%	?

Four entries from above, with each value named.
COc1ccc2sc(-c3ccc(SC)cc3)c(/C=C/c3ccc(OC)c(OC)c3)c2c1
  AmpC detergent = . | AMA1 RON2 block = -1% | FBPA Giardia inh = . | Shiga toxin inh = . | CHX counter = . | AmpC inh no detg = -21% | HCMV antiviral = 30
COC(=O)c1cc(C(=O)OC)cc(N2C(=O)CC(Sc3nc(C)cc(C)n3)C2=O)c1 (stereo not drawn)
  AmpC detergent = 3% | AMA1 RON2 block = -4% | FBPA Giardia inh = 21% | Shiga toxin inh = -15 | CHX counter = -4 | AmpC inh no detg = 31% | HCMV antiviral = 9
CN(C)CCCn1c(SCC(=O)N2c3ccccc3Sc3ccccc32)nc2ccccc2c1=O
  AmpC detergent = -7% | AMA1 RON2 block = -28% | FBPA Giardia inh = 7% | Shiga toxin inh = -29 | CHX counter = -9 | AmpC inh no detg = 284%[activator] | HCMV antiviral = -99*
Nc1nc(CN2CCN(c3ccc(F)cc3)CC2)nc(N2CCCc3ccccc32)n1
  AmpC detergent = -6% | AMA1 RON2 block = -12% | FBPA Giardia inh = -12% | Shiga toxin inh = 10 | CHX counter = 1 | AmpC inh no detg = 88%[activator] | HCMV antiviral = 0

Later entries.
Values run as follows: AmpC detergent	AMA1 RON2 block	FBPA Giardia inh	Shiga toxin inh	CHX counter	AmpC inh no detg	HCMV antiviral
Fc1ccc(Nc2nc3ccccc3s2)cc1
    -1%	3%	-4%	120*	40*	-27%	9
CC(NC(=O)c1cnc2ccccc2n1)c1ccccc1 (stereo not drawn)
    -6%	34%[activator]	-15%	41	23*	-2%	27
CCCc1cc(=O)oc2cc(OCc3cc(OC)c(OC)c(OC)c3)c(Cl)cc12
    -8%	-7%	5%	-11	1	-9%	28
CSCC[C@H](NC(=O)OC(C)(C)C)C(=O)N/N=C/c1cccc2cccnc12
    5%	-7%	?	-7	1	38%	7
C/C=C/c1ccc(OCC(=O)Nc2cc(Cl)ccc2-n2cncn2)c(OC)c1
    -13%	-13%	.	.	.	?	-10
Oc1ccc(Br)cc1CNc1cnc2ccccc2c1
    -3%	9%	-9%	21	2	18µM*	19
Clc1ccc(-c2cc(COc3ccc4ccccc4c3)no2)cc1
    -1%	-1%	4%	-17	10	-13%	-1
CCCCOCCCNC(=O)Cc1ccccc1OC
    ?	11%	1%	-16	-2	21%	-25
CN(CCOc1ccccc1)S(=O)(=O)c1ccccc1C#N
    -21%	6%	.	.	.	-36%	?
O=C(c1ccc(N2CCCS2(=O)=O)cc1)N1CCN(c2ccccc2)CC1
    -1%	-6%	16%	15	0	86%[activator]	-28
CNC(=S)N/N=C/c1c(C)cccc1Cl
    -10%	40%[activator]	-10%	-18	-1	-24%	?
COc1ccc(S(=O)(=O)Nc2nc3ccccc3nc2Nc2cccc(C(=O)O)c2)cc1
    3%	13%	-20%	-3	-2	-31%	7
CC[C@]12c3[nH]c4ccc(Cl)cc4c3CCN1C(=O)[C@@H](CC(=O)NCCCN(C)C)C[C@@H]2C(=O)N1CCN(C(=O)C2CC2)CC1
    .	-1%	.	.	.	153%[activator]	-26
COc1cc(CC(=O)NCC2CCCCC2)cc(OC)c1OC
    -9%	-6%	0%	1	1	2%	?
CCn1c(CCNC(=O)c2ccc(OC)cc2)nnc1SCC(=O)Nc1ccccc1F
    -7%	-12%	5%	-4	11	-10%[2.29 µM]	2
O=C(N/C(=C\c1cccnc1)c1nc2ccccc2[nH]1)c1cccc(Br)c1
    -10%	-8%[2.32 µM]	0%	-12	1	-2%	?
CC1CCCCC1NC(=O)NC(=O)COC(=O)c1nccnc1N (stereo not drawn)
    .	12%	.	.	.	-19%	-6
COc1ccc(Cl)cc1NC(=O)CN(C)C(=O)c1sc2ccccc2c1Cl
    -12%	-8%	.	.	.	-17%	3
CCC(C)(C(=O)NC1CCCC1)N(C)C(=O)c1ccccn1 (stereo not drawn)
    0%	-5%	-10%	-15	1	-12%	?
COc1ccc(S(=O)(=O)CCC(=O)NCCc2cccc(C)c2)cc1
    ?	1%	2%	-9	-5	4%	58
COc1cc(Cl)ccc1OCc1cc(C(=O)N(C)CCc2c(C)n[nH]c2C)no1
    -4%	-1%	-6%	18	32	134%[activator]	?
COc1cc(-n2nnnc2SCC(=O)N2CCN(c3ccc(F)cc3)CC2)c(OC)cc1Cl
    ?	-21%	-5%	-6	0	9%	-5
Cc1cc(C(=O)CN2C(=O)C(=O)N(C3CCCC3)C2=O)c(C)n1CCc1ccc(F)cc1
    0%	12%	.	.	.	-40%	8
COc1ccc(N(CC(=O)NC2CC3CCC2C3)S(=O)(=O)c2ccccc2)cc1OC (stereo not drawn)
    -2%	24%	8%	0	-1	65%[activator]	4
CCOC(=O)C1(C)Oc2ccc(S(=O)(=O)CC)cc2NC1=O (stereo not drawn)
    3%	-1%	-1%	4	-2	-15%	23
CNC(=O)CSc1nnc(-c2ccccc2)n1C
    4%	1%	4%	4	-8	-5%	-21
Cc1ccc(NC(=S)NCc2cccn2C)cc1
    -9%	11%	-6%	19	19	-30%	?
COc1ccc(S(=O)(=O)Nc2cc(C)nn2-c2ccccc2)cc1
    ?	0%	12%	-14	0	-30%	5
N/C(=N\OC(=O)C1CCCCC1)c1cccc(Br)c1
    -2%	19%	4%	-7	-3	-5%	.
S=C(NC1CCCCC1)NN(c1ccccc1)c1ccccc1
    -13%	5%	-1%	13	13	-17%	?

Continued.
Values run as follows: AmpC detergent	AMA1 RON2 block	FBPA Giardia inh	Shiga toxin inh	CHX counter	AmpC inh no detg	HCMV antiviral
O=C(O)c1ccc(N=Nc2c(O)[nH]c3cc(Cl)ccc23)cc1
    -6%	-7%	-5%	67*	36*	-24%	193
CN1C2Cc3c(n(C)c4ccccc34)C1CC=C2CO (stereo not drawn)
    -2%	1%	.	.	.	-9%	-1
c1ccc(-n2c(SCc3nc(-c4cccs4)no3)nnc2-c2ccco2)cc1
    -11%	-8%	-30%	25	21	-6%	-40
CC(NC(=O)CCNC(=O)c1ccc(Br)cc1)c1ccc(-n2ccnc2)cc1 (stereo not drawn)
    ?	10%	.	.	.	-19%	-36
